ALDH1A1 inh – ALDH1A1 (human) enzyme inhibition | 220,000 tested, 7.3% active | Purified ALDH1A1, NADH fluorescence, propionaldehyde substrate | AID 1030 | Potency, µM (top dose mostly 75.3 µM), for the others: at the top dose activity, negative = inhibition, hits mostly inhibitors | P00352; active means well fitted inhibition curve with a large enough effect, not every such curve was filed as active; inconclusive means small, poorly fitted or top-dose-only effect, or another doubt; inactive means no such curve, though single readings can be large or run the other way;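 further: plate controls were no enzyme wells and a reference inhibitor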
Target sequence (P00352 whole entry, looked up): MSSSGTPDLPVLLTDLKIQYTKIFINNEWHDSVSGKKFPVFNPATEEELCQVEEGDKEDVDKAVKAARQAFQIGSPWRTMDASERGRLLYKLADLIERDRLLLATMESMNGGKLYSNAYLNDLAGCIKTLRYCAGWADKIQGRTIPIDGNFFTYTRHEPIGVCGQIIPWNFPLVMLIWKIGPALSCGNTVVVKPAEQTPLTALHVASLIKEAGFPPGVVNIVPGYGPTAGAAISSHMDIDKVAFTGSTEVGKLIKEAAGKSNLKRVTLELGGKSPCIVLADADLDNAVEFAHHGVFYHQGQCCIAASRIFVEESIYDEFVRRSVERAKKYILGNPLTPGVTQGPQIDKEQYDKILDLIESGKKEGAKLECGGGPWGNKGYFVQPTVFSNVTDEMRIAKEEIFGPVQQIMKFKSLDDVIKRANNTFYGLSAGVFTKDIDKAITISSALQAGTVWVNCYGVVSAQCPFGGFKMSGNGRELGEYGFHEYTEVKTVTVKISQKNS
RECQ1 inh – RECQ1 (human) helicase inhibition. AID 2549. RECQ1 DNA unwinding, red fluorescence kinetic read. Potency, µM (top dose mostly 57.3 µM), inactives show at the highest dose activity, negative = inhibition, usual class: inhibitors. P46063. 240,000 tested, 0.54% active;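 further: plate controls were vehicle for no effect and no enzyme for full effect; nearly all actives have a fitted effect of over 30% in size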
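RECQ1T1 50 nM; forked duplex (20 bp + 30-nt ss tails) 200 nM, ATP 2 mM final; pH 8.0, 2 mM MgCl2, 2.5 ug/ml poly(dI-dC); 15 min compound preincubation; discontinuous kinetic read over 2 h at RT.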
KDM4E inh – inhibitors of human JMJD2E histone demethylase. B2RXH2. Potency, µM (titrated, usually from 57.1 µM), inactives show at the highest dose activity change, negative = inhibition, actives largely listed as inhibitors. 230,000 tested, 1.6% active. JMJD2E catalytic domain, FDH-coupled NADH fluorescence (FDH is formaldehyde dehydrogenase). AID 2147; active means well fitted inhibition curve with a large enough effect, not every such curve was filed as active; inconclusive means small, poorly fitted or top-dose-only effect, or another doubt; inactive means no such curve, though single readings can be large or run the other way;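 further: 0% = wells with enzyme and -100% = buffer wells without enzyme; nearly all actives have a fitted effect of over 50% in size; many of its hits are not listed in these tables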
TRb SRC2 PPI – disrupts binding of human TR beta to SRC2; P10828; TRbeta-SRC2 peptide binding, fluorescence polarization; receptor liganded with 1 µM T3; Potency, µM (doses to about 106 µM), for inactives: at the highest dose activity change, negative = inhibition, hits mostly inhibitors; 280,000 tested, 0.065% active; AID 1469;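 further: plate controls were bound peptide for no effect and peptide without receptor for full effect; nearly all actives have a fitted effect of over 50% in size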
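Binding of a 20-amino-acid Texas Red SRC2 peptide (20 nM) to TRb ligand-binding domain (0.6 uM) with agonist T3 at 1 uM was followed by fluorescence polarization after a 5 hr room-temperature incubation.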
RGS12 GoLoco inh – blocks human Gai1 binding to RGS12 GoLoco peptide, red readout | P63096 | Gai1:RGS12 GoLoco peptide FP, rhodamine, 10 min | Potency, µM (doses to about 61.6 µM), without a hit: at the highest dose activity, negative = inhibition, actives largely listed as inhibitors | 230,000 tested, 0.44% active; active means well fitted inhibition curve with a large enough effect, not every such curve was filed as active; inactive means no such curve, though single readings can be large or run the other way; further: on the % scale 0 is the no-effect control and ±100 the full control effect; nearly all actives have a fitted effect of over 30% in size; many of its hits are not listed in these tables
Target sequence (P63096 whole entry, looked up): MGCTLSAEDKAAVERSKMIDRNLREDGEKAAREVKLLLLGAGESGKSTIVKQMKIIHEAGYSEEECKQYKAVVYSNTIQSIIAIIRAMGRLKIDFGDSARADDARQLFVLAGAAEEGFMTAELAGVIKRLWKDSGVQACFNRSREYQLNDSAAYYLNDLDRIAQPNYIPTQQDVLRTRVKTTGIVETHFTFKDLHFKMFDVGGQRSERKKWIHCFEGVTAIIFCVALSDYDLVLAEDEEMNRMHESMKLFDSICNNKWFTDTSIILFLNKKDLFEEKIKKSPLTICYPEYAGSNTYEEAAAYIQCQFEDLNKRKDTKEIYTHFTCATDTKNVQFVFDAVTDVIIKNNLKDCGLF
TR SRC2 fluor cs – counter-screen for TRb-SRC2 inhibitors: fluorescence interference. TRb/SRC2 Texas Red total fluorescence interference. Potency, µM (titrated, usually from 106 µM), inactives show top-dose fluorescence change, negative = quenching. 280,000 tested, 0.29% active; active means well fitted curve in either direction with a large enough effect; inconclusive means small, poorly fitted or top-dose-only effect; further: on the % scale 0 is the no-effect control and ±100 the full control effect
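Flags fluorescent or light-absorbing compounds by total fluorescence, S + 2P, at 555 nm excitation and 632 nm emission. Mixture: 20 nM Texas Red SRC2 peptide, 0.6 uM human TRb LBD, 1 uM T3, 5% DMSO; compound exposure 5 h at ambient temperature.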
Lamin A splicing – LMNA splicing modulation; HeLa LMNA splicing GFP/RFP minigene ratio, 48 h; Potency, µM (top dose mostly 46.1 µM), for inactives: at the top dose ratio change, negative = inhibition, hits mostly inhibitors; 200,000 tested, 0.01% active; active means well fitted inhibition curve with a large enough effect in the signal ratio, with a control signal flat, not every such curve was filed as active; inconclusive means small, poorly fitted or top-dose-only effect, or effect the other way, or a change in a side signal; the % refers to the signal ratio; further: on the % scale 0 is the no-effect control and ±100 the full control effect
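S3 HeLa stable clones carrying a lamin A-EGFP splicing minigene plus DsRed2 were seeded at 600 cells/well in Opti-MEM with 2% FBS, pin-dosed and incubated 48 h at 37°C. Acumen cytometry (488 nm) gave the GFP/RFP total-intensity ratio.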
SMN2 splice up – enhancers of SMN2 splice variant expression; HEK293 SMN2-luciferase splicing reporter, luminescence, 30-36 h; Potency, µM (highest dose often 46.1 µM), for the others: at the highest dose activity change, positive = activation, most hits filed as activators; 210,000 tested, 2.8% active; further: % of control where 0% means no effect; nearly all actives have a fitted effect of over 55% in size
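HEK293 cells carry an SMN2 […]–luciferase reporter in which exon 7 inclusion puts luciferase in frame. Cells were plated 10-12 h before compound addition, then incubated 30-36 h at 37C. ONE-Glo luminescence was read; sodium butyrate at 4.5 mM final served as control.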
Numbers without * were called inactive; i = inactive; ? = inconclusive; . = no result given; & = joins results of further samples; [ ] = dose if it differs, or a comment. Unless noted, the call rests on the fitted dose curve; in most records, active means well fitted curve in the direction sought with a large enough effect; inconclusive means small, poorly fitted or top-dose-only effect, or another doubt; inactive means no such curve, though single readings can be large; an effect the other way counts as inactive or inconclusive. Potency means the concentration at half of the fitted maximal effect.

SMILES	ALDH1A1 inh	RECQ1 inh	KDM4E inh	TRb SRC2 PPI	RGS12 GoLoco inh	TR SRC2 fluor cs	Lamin A splicing	SMN2 splice up
CCOC(=O)C1CCN(C(=O)c2cc(S(=O)(=O)N3CCOCC3)c(Cl)cc2Cl)CC1	-8%	-15%	2%	-12%	-17%	-2%	18%	-13%
Cc1c(NC(=O)CSc2ccc(Cl)cc2)cccc1-c1nc2cc(Cl)ccc2o1	20%	-7%	8%	-8%	129%[activator]	-2%	-3%	23%
CCCCS(=O)(=O)N1CN(S(=O)(=O)CCCC)C2NC(=O)NC21 (configuration not stated)	?	7%	-3%	-1%	.	-8%	2%	.
CCn1c(CCNC(=O)c2cccs2)n[nH]c1=S	-9%	i	3%	-1%	14%	-11%	?	6%
CN(CC(=O)Nc1ccc(F)cc1)C(=O)COc1ncnc2ccccc12	.	0%	5%	-1%	7%	-2%	.	.
CCCCC1C2C(=O)N(c3ccccc3)C(=O)C2ON1c1ccccc1 (configuration not stated)	.	-3%	10%	8%	9%	4%	.	.
CC(=O)NCCNc1nc(-c2cccc(NS(C)(=O)=O)c2)nc2ccccc12	3%	i	.	.	7%	.	4%	.
Cc1ccccc1C(=O)NCCCCc1ccccc1	-15%	i	-3%	4%[53 µM]	12%	-2%[53 µM]	-1%	-2%
COc1cccc(C2(CSc3nnc(-c4cc(OC)c(OC)c(OC)c4)o3)OCCO2)c1	1%	1%	-2%	6%	.	-3%	?	.
CC(C)N=C(NC#N)SCc1ccc(Br)cc1	?	2%	14%	-16%	8%	-2%	11%	-4%
CCCC(=O)OCCNC(=O)c1cc2ccccc2oc1=O	?	16%	?	2%	-12%	0%	-10%	23%
O=C(/C=C/c1ccco1)Nc1cccnc1	28µM*	i	2%	2%	-14%	2%	.	?
COc1ccccc1CNc1cc(-c2ccoc2)ncn1	?	i	.	.	20%	.	?	.
COC(=O)CCC(=O)OC1(C)C(=O)C2=CN(CCCCO)C(c3ccc(OC)cc3)=CC2=C(Br)C1=O (configuration not stated)	11%[13.5 µM]	-7%[11.5 µM]	-9%[11.4 µM]	0%[11.2 µM]	2%[14.2 µM]	-1%[11.2 µM]	-5%[9.22 µM]	-4%[9.22 µM]
Cc1nnc(SC(C)C)n(N)c1=O	-6%	-1%	-4%	-9%	-4%	-1%	-6%[46 µM]	3%
Cn1c(C(=O)N2CCCC(C(=O)NCCc3ccccc3)C2)cc2sccc21 (configuration not stated)	11µM*	-18%	3%	.	6%	.	-5%	-9%
CCCCS(=O)c1c(O)c2ccccc2[nH]c1=O (configuration not stated)	-13%	i	?	2%	1%	0%	-1%	-7%
COc1ccccc1-c1nc(-c2ccc(Br)o2)no1	?	-1%	-6%	-1%&10%	7%	0%&-2%	?	?
CCn1c(SCc2ccccc2Cl)nc2nc3c(cc2c1=O)CCCC3	16µM*	3%	0%	6%	1%	1%	?	-35%[inhibitor]
O=C1Nc2ccccc2/C1=N\N1CCOCC1	.	-1%	2%	0%	2%	-1%	.	.
Cc1ccc(CSCC(=O)Nc2ccc(F)cc2)cc1	-8%	-14%	2%	-5%	15%	-2%	-12%	3%
COC(=O)c1c(C)cc(O)cc1O	-2%	-7%	-3%	-3%	1%	-5%	21%	2%
CN(C)c1nnnn1-c1ccc(Cl)cc1Cl	-6%	-1%	7%	10%	1%	-1%	-3%[9.22 µM]	22%
COc1ccc(Nc2nc(C)cc(C)c2C#N)cc1	?	-3%	?	15%	8%	1%	2%	.
CC(=O)c1ccc(-n2nnnc2SCC(=O)NNC(=O)c2ccco2)cc1	-4%	-2%	-1%	-13%	5%	-2%	13%[0.0737 µM]	-9%
Cc1ccc(SCc2cc(=O)[nH]c(N3CCN(Cc4ccc5c(c4)OCO5)CC3)n2)cc1	3%	-1%	-5%	0%	-2%	2%	5%	-26%
Cn1cc(Br)c(C(=O)Nc2nccs2)n1	-1%	6%	0%	3%	11%	1%	?	9%
CCOc1ccc(NS(=O)(=O)c2ccc(SC)cc2)cc1	11µM*	0%	-5%	-4%	5%	-7%	?	-23%
COc1ccc(N(C(C)C(=O)N2CCC(Cc3ccccc3)CC2)S(C)(=O)=O)cc1 (configuration not stated)	-13%	i	5%	-1%	9%	-3%	?	-48%[inhibitor]
CCn1c(SCC(=O)c2ccccc2)nnc1-c1cc2cc(Br)ccc2o1	?	12%	-15%	-6%	-4%	-4%	?	4%
COc1ccc(C(=O)Nc2ccccc2)cc1[N+](=O)[O-]	20µM*	1%	.	9%	-9%	-1%	.	-7%
CC(=O)NC(Cc1c[nH]c2ccccc12)C(=O)OCC(=O)Nc1ccc2c(c1)OCO2 (configuration not stated)	5µM*	5%	0%	-6%	-21%	-2%	5%	-8%
Cc1ccc2nc(NC(=O)CN3CCOCC3)sc2c1	-4%	-10%	-9%	-16%	7%	1%	11%	?
Cc1nn(C(C)C(=O)NNC(=S)Nc2ccc(F)cc2)c(C)c1[N+](=O)[O-] (configuration not stated)	-8%	-1%	0%	3%	-1%	-4%	-8%	0%
C=CCn1c(SCC(=O)N(C)C2CCS(=O)(=O)C2)nc2ccccc2c1=O (configuration not stated)	4%	i	-7%	8%	-5%	-4%	10%[46 µM]	-6%
Cc1cc(C)c(NC(=O)c2cc3c(nc4sccn43)s2)c(C)c1	?	-4%	-9%	5%	1%	-2%	?	-58%[inhibitor]
CC1CC(C)CN(C(=O)CSc2nnc(CSc3ncccn3)n2C)C1 (configuration not stated)	18%	-6%	4%	-1%	5%	1%	-1%	17%
CC(O)C(O)[C@H]1CNc2nc(N)[nH]c(=O)c2N1 (some centres not stated)	.	.	.	0%	-2%	0%	?	.
Cc1c(NC(=O)N2CCCCCC2)c(=O)n(-c2ccccc2)n1C	11%	-7%	4%	2%	-8%	3%	2%	1%
CC(=O)Nc1sc2c(c1C(N)=O)CCN(Cc1ccccc1)C2	.	-3%	?	2%	22%	1%	.	.
CC(C)(C)c1ccc(C(=O)NC(=S)Nc2sc3c(c2C#N)CCC3)cc1	4%	-2%	3%	6%	-13%	8%	6%	?
COc1ccc(NS(=O)(=O)c2ccc(NC(=S)NC(=O)/C=C/c3ccc(C)cc3)cc2)nn1	-6%	-6%	-5%	4%	4%	2%	?	-5%
Cc1c(NC(=O)CCCOc2ccccc2)cccc1[N+](=O)[O-]	-18%	-3%	0%	-8%	-10%	-6%	5%	-14%
CNc1nc(Cl)c(SC)c(NC2CCCCC2)n1	-5%	-3%	-2%	-3%	2%	0%	5%[46 µM]	0%
Cc1ccc(C(=O)OCC(=O)Nc2cccc(Cl)c2C)c(O)c1	?	i	?	-3%	-6%	-3%	?	.
CN(C)S(=O)(=O)c1cc([N+](=O)[O-])ccc1N1CCCCCC1	?	-14%	-2%	0%	-9%	-2%	3%	-21%
Cc1ccc(N=Nc2c(C)[nH][nH]c2=O)c(C)c1	-5%	-3%	-3%	4%	12%	-1%	?	16%
CCO[C@H]1OC(C(N)=O)=C[C@@H](c2csc3ccccc23)[C@@H]1CCCO	-2%	-18%	-4%	1%	0%	-2%	.	.
N/C(=N\NS(=O)(=O)c1cc(C(F)(F)F)cc(C(F)(F)F)c1)c1ccccn1	2%	i	1%	2%	6%	-2%	-17%[46 µM]	.
O=c1cc(C(F)(F)F)[nH]c2ccccc12	.	0%	?	-5%	3%	-3%	.	.
COCC(=O)Nc1nnc(C2CCCCC2)s1	?	-12%	-1%	-10%	-7%	-1%	-2%	23%
Cc1cccc(N(C2C=CS(=O)(=O)C2)S(=O)(=O)c2ccccc2)c1 (configuration not stated)	3%	-14%	-2%	1%	7%	2%	6%	5%

The list is partial; count on the stated rates, not on these rows.
